All columns: NCI-60 one-dose screen, growth in % after 48 h at 10 µM unless noted; 100 = growth as untreated, 0 = no growth, -100 = all killed.
SN12C – SN12C renal cancer cells. 81,000 compounds, 3.8% hits. AID 1794767
786-0 – 786-0 renal cancer cells. AID 1794775. 81,000 compounds, 5.1% hits
IGROV1 – IGROV1 ovarian cancer. 79,000 compounds, 4.7% hits
UO-31 – UO-31 renal cancer; 81,000 compounds, 5.2% hits
TK-10 – TK-10 renal cancer cells; AID 1794769; 81,000 compounds, 3.9% hits
CAKI-1 – CAKI-1 renal cancer; 75,000 compounds, 4.7% hits
ACHN – ACHN renal cancer; 81,000 compounds, 4.9% hits
NCI/ADR-RES – NCI/ADR-RES ovarian cells | 81,000 compounds, 4.4% hits | AID 1794790
The depositor's hits bear a star; x = not tested or not shown; & = joins results of further samples; [ ] = remark or other dose. How the source made its calls: active means growth percent below 10; inactive means the rest.

SMILES	SN12C	786-0	IGROV1	UO-31	TK-10	CAKI-1	ACHN	NCI/ADR-RES
Cc1ccc(/C=C\C(=O)c2ccccc2)cc1	94	76	85	77	82	87	94	101
Cc1nnc(NC/C=C/c2ccccc2)s1	108&105	102&100	114&112	91&87	111&96	112	112&103	102&103
NNC(=O)C1CC(O)Cc2cc(F)ccc2N1 (configuration not stated)	95	102	93	99	x	105	108	108
FC(F)(F)c1ccc(-c2nc(-c3nc4cc(Cl)c(Cl)cc4[nH]3)c3ccccn23)cc1	84	56	66	59	17	84	64	63
CCC1(C(C)C)NC(=O)NC1=O (configuration not stated)	88	98	112	82	113	104	100	100
COc1ccc(-c2nc(SC(C)C)nc(Oc3ccccc3/C=C3/SC(=O)NC3=O)c2C#N)cc1	100	107	90	74	145	89	95	98
NS(=O)(=O)c1ccc(NC(=O)c2ccc(Cc3n[nH]c(=O)c4cccnc34)cc2)cc1	99	104	83	70	113	85	93	98
COc1cc(COC(=O)CCCCC[P+](c2ccccc2)(c2ccccc2)c2ccccc2)c(OC)c2c1OCO2	51	92	29	91	76	73	99	104
C[N+]1(Cc2ccc([N+](=O)[O-])cc2)CCC(CCC2CC[N+](C)(Cc3ccc([N+](=O)[O-])cc3)CC2)CC1 (configuration not stated)	88	100	91	83	90	92	94	106
CCCC(CCC)c1ccccc1C(=O)NCCNc1nccc(Nc2ccc(S(=O)(=O)Nc3ccccn3)cc2)n1	107	104	102	90	96	98	110	95
COc1cc(NC(=O)CN2CCN(c3cc(=O)n(-c4ccccc4)c4ccccc34)CC2)cc(OC)c1OC	98	103	98	87	111	94	105	105
Clc1ccc(C2=Nn3c(N/N=C/c4ccc(OCc5ccccc5)cc4)nnc3SC2)cc1	95	96	81	61	94	88	95	91
COc1cc(/C=C2\CN(C)C/C(=C\c3cc(CN4CCOCC4)c(O)c(OC)c3)C2=O)cc(CN2CCOCC2)c1O	35	77	58	77	92	83	48	95
NC(Cc1ccc(Cl)cc1)C(=O)O (configuration not stated)	104	109	x	90	113	100	104	112
Clc1ncn[nH]1	103	103	105	90	94	92	98	106
COC(C)CCOC(=O)c1ccccc1C (configuration not stated)	101	100	103	96	89	100	102	103
Cc1nc(-c2ccc(OCC(C)C)c(C#N)c2)sc1C(=O)O	92	96	105	77	104	92	97	105
COc1ccc(N=Nc2c(N)nn3c(-c4ccc(OC)c(OC)c4)c4ncnc(NN)c4nc23)cc1	100	100	100	97	104	93	100	104
Cc1[nH]cc([N+](=O)[O-])[n+]1CCO	98	97	98	85	95	97	101	101
Nc1nc(Nc2ccccc2SSc2ccccc2Nc2nc(N)nc(-c3ccc4ccccc4c3)n2)nc(-c2ccc3ccccc3c2)n1	70	83	48	-19*	117	35	70	20
CCCCCC/C=C\CCCCCCCCCc1cc(O)cc(OC)c1O	8.9*	11	-45*	-19*	24	-29*	13	-5.8*
CC(C)CC(CC(C)C)N(C)C(C)(C)O	109	104	103	94	98	96	112	113
O=c1cc[nH]c2c([N+](=O)[O-])ccc(NCCCN3CCN(CCCNc4ccc([N+](=O)[O-])c5[nH]ccc(=O)c45)CC3)c12	90	92	103	77	120	100	91	102
C/C=C/C=C1/OC(C)=C(C(C)=O)C1=O	95	111	109	89	103	104	100	113
Cc1ccc(S(=O)(=O)C/C(=N\Nc2ccccc2)c2cc3ccccc3oc2=O)cc1	97	103	94	82	114	82	100	97
Cc1ccc(-c2nn(-c3ccccc3)cc2/C=C/C(=O)NNC(=O)Nc2ccc(Br)cc2)cc1	92	94	90	68	113	78	103	98
COc1cc2cc(Oc3ccc(NC(=O)Nc4ccc(Cl)c(Cl)c4)cc3)c(C)nc2cc1OCCN1CCCCC1	101	-70*	93	88	133	78	106	100
COc1ccc(/C=C2\N=C(c3ccccc3)N(c3cc(OC)c(OC)cc3C(=O)n3nc(C)cc3C)C2=O)cc1	94	104	95	71	109	90	96	100
Cn1cccc1-c1cc(-c2ccc(Br)cc2)n(C=O)c(=O)c1C#N	104	85	93	79	122	86	97	88
Cn1c(-c2ccccc2)cs/c1=N\S(=O)(=O)c1ccc(NNc2c3ccccc3nc3ccccc23)cc1	94	100	95	69	111	x	x	95
O=C(Nc1ccc(Cl)cc1)c1ccccc1Cl	100	96	119	93	99	111	116	102
Clc1ccc(/C=C2\CCCC3=C2N=C2SC=NN2C3c2ccc(Cl)cc2)cc1 (configuration not stated)	104	103	104	87	112	106	103	102
Brc1ccccc1/C=N/Nc1ncnc2sc3c(c12)CCNC3	101	102	103	83	122	98	100	107
CN1CCN(CCCOc2ccc3ncnc(Nc4ccc(Oc5cccc(F)c5)c(Cl)c4)c3c2)CC1	49	-3.9*	-5.4*	34	37	5.2*	-11*	42
COc1ccc(CC(C)=C(c2ccc(OCCN3CCCCC3)cc2)c2ccc(OCCN3CCCCC3)cc2)cc1	103	91	103	84	100	89	105	99
CC(=O)NC1=C(C#N)C(c2ccccc2Cl)c2ccc3ccccc3c2O1 (configuration not stated)	91	100	95	79	107	64	101	98

Two entries from above, with bars between the fields:
compound | SN12C | 786-0 | IGROV1 | UO-31 | TK-10 | CAKI-1 | ACHN | NCI/ADR-RES
Clc1ncn[nH]1 | 103 | 103 | 105 | 90 | 94 | 92 | 98 | 106
O=c1cc[nH]c2c([N+](=O)[O-])ccc(NCCCN3CCN(CCCNc4ccc([N+](=O)[O-])c5[nH]ccc(=O)c45)CC3)c12 | 90 | 92 | 103 | 77 | 120 | 100 | 91 | 102

Continued.
SMILES	SN12C	786-0	IGROV1	UO-31	TK-10	CAKI-1	ACHN	NCI/ADR-RES
Cn1cnc2c(cnn2C)c1=N	98	112	112	78	97	97	96	109
CC(=O)OCC1OC(COC(C)=O)(c2ccc(C)cc2)C(OC(C)=O)C1OC(C)=O (configuration not stated)	95	112	113	88	117	121	103	110
O=S(=O)(NCCCNc1nccc(-n2cnc3ccccc32)n1)c1cccc(F)c1	93	107	109	94	105	81	94	94
CCCCCCCCCCCC1=NC(C)(C)CN1C(C)C	61	55	32	38	82	47	62	47
O=c1[nH]nc(-c2cc(Br)ccc2Cl)c(=O)[nH]1	106	108	91	64	123	87	95	106
O=C(Cc1c[nH]c2ccccc12)N=Nc1c(O)n(Cc2ccccc2)c2ccccc12	95	99	90	73	99	86	104	100
CCOC(=O)C(CO)(NC(C)=O)C(=O)OCC	107	107	110	91	91	x	106	98
NC1CCc2ccccc21 (configuration not stated)	108	99	105	84	111	90	97	107
O=C(N/N=C/c1c[nH]c2ccccc12)Nc1ccc(Cl)cc1	83	79	72	66	122	75	89	50
COc1cc(N=Cc2sc(Nc3nccs3)nc2O)cc(OC)c1OC	95	97	66	59	224	69	86	78
Nc1c(C(=O)Nc2cccc3cccnc23)sc2nc3c(cc12)CN(Cc1ccccc1)CC3	74	104	80	88	124	103	105	95
COc1cc(OC)c(C(=O)/C=C/c2ccc(C(C)C)cc2)cc1CC=C(C)C	79	88	89	39	152	195	96	84
CCCCOc1cc(C(=O)NCCN(CC)CC)c2ccccc2n1	94&87	100&91	111&102	78&59	100	93&74	100&90	99&92
CCOC(=S)SCCc1ccccc1	100	98	112	95	86	97	106	100
COc1ccc(-c2nc3ccc(C)cc3c3c2c(=O)n(C)c(=O)n3C)cc1	80	84	74	31	71	42	72	80
C=C1CC[C@@H]2[C@]3(C)COC(c4cn[nH]c4-c4ccc(Br)cc4)O[C@@H]3CC[C@@]2(C)[C@@H]1C/C=C1/C(=O)OCC1O (some centres not stated)	-65*	-95*	-45*	-92*	-65*	-41*	-100*	-40*
COc1ccc(SSc2ccc(OC)cc2C(=O)O)c(C(=O)O)c1	93&104	101&101	103&111	82	98&96	90&92	105&101	117&102
O=C(O)CSCc1nnc2n(Cc3ccccc3)c(=O)c3c4c(sc3n12)CCCC4	96	132	x	90	127	99	89	97
COc1ccc(N=Cc2ccccc2O)cc1	103	98	92	55	118	68	87	103
c1ccc(CC(Cc2ccccc2)c2ccccn2)cc1	97	97	88	75	100	92	99	99
CCOCCNc1ccc(S(=O)(=O)c2ccc(N)cc2)cc1N	110	108	114	91	111	87	106	100
N#C/C(=C\c1ccc2c(c1)OCO2)C(N)=O	92	106	77	88	106	86	97	111
CCOc1cc(/C=N/N2CCCCCC2)ccc1O	98	97	114	64	113	93	101	106
COc1ccc(-c2nc3sccn3c2-c2cc(-c3ccccc3)on2)cc1	94	87	79	64	136	107	96	97

An excerpt from above in order of formula weight, smallest number first:
SMILES	SN12C	786-0	IGROV1	UO-31	TK-10	CAKI-1	ACHN	NCI/ADR-RES
NC1CCc2ccccc21 (configuration not stated)	108	99	105	84	111	90	97	107
Cn1cnc2c(cnn2C)c1=N	98	112	112	78	97	97	96	109
N#C/C(=C\c1ccc2c(c1)OCO2)C(N)=O	92	106	77	88	106	86	97	111
CCOC(=S)SCCc1ccccc1	100	98	112	95	86	97	106	100
COc1ccc(N=Cc2ccccc2O)cc1	103	98	92	55	118	68	87	103
CCOC(=O)C(CO)(NC(C)=O)C(=O)OCC	107	107	110	91	91	x	106	98
CCOc1cc(/C=N/N2CCCCCC2)ccc1O	98	97	114	64	113	93	101	106
c1ccc(CC(Cc2ccccc2)c2ccccn2)cc1	97	97	88	75	100	92	99	99
CCCCCCCCCCCC1=NC(C)(C)CN1C(C)C	61	55	32	38	82	47	62	47
CCOCCNc1ccc(S(=O)(=O)c2ccc(N)cc2)cc1N	110	108	114	91	111	87	106	100
CCCCOc1cc(C(=O)NCCN(CC)CC)c2ccccc2n1	94&87	100&91	111&102	78&59	100	93&74	100&90	99&92
COc1ccc(-c2nc3ccc(C)cc3c3c2c(=O)n(C)c(=O)n3C)cc1	80	84	74	31	71	42	72	80
COc1ccc(SSc2ccc(OC)cc2C(=O)O)c(C(=O)O)c1	93&104	101&101	103&111	82	98&96	90&92	105&101	117&102
COc1ccc(-c2nc3sccn3c2-c2cc(-c3ccccc3)on2)cc1	94	87	79	64	136	107	96	97
CC(=O)NC1=C(C#N)C(c2ccccc2Cl)c2ccc3ccccc3c2O1 (configuration not stated)	91	100	95	79	107	64	101	98
COc1cc(OC)c(C(=O)/C=C/c2ccc(C(C)C)cc2)cc1CC=C(C)C	79	88	89	39	152	195	96	84
COc1cc(N=Cc2sc(Nc3nccs3)nc2O)cc(OC)c1OC	95	97	66	59	224	69	86	78
O=C(Cc1c[nH]c2ccccc12)N=Nc1c(O)n(Cc2ccccc2)c2ccccc12	95	99	90	73	99	86	104	100
CC(=O)OCC1OC(COC(C)=O)(c2ccc(C)cc2)C(OC(C)=O)C1OC(C)=O (configuration not stated)	95	112	113	88	117	121	103	110
O=S(=O)(NCCCNc1nccc(-n2cnc3ccccc32)n1)c1cccc(F)c1	93	107	109	94	105	81	94	94
Nc1c(C(=O)Nc2cccc3cccnc23)sc2nc3c(cc12)CN(Cc1ccccc1)CC3	74	104	80	88	124	103	105	95
COc1ccc(CC(C)=C(c2ccc(OCCN3CCCCC3)cc2)c2ccc(OCCN3CCCCC3)cc2)cc1	103	91	103	84	100	89	105	99
C=C1CC[C@@H]2[C@]3(C)COC(c4cn[nH]c4-c4ccc(Br)cc4)O[C@@H]3CC[C@@]2(C)[C@@H]1C/C=C1/C(=O)OCC1O (some centres not stated)	-65*	-95*	-45*	-92*	-65*	-41*	-100*	-40*

More records:
SMILES	SN12C	786-0	IGROV1	UO-31	TK-10	CAKI-1	ACHN	NCI/ADR-RES
CCOC(=O)C1CCN(S(=O)(=O)/N=C2/NC(=O)NC2=C(Cl)Cl)CC1	-35*	3.6*	-54*	8.2*	33	x	14	69
CCOC(=O)C(/C=N\C(=S)Nc1ccc(Cl)c(Cl)c1)=C(/O)c1ccccc1	83	114	99	64	92	88	93	89
Fc1ccc(CSc2ncnc3nc[nH]c23)cc1	98	98	x	98	114	95	98	104
COc1ncnc2c(C#CCO)cn(COCc3ccccc3)c12	96	93	86	78	87	97	91	x
Cc1cccc(Cl)c1NC(=O)CS	109	108	113	93	105	110	101	106
CC(=O)C1CC(C)CCC1C(C)C (configuration not stated)	84	105	99	67	83	122	88	86
O=C(NCCNc1nccc(Nc2ccc(S(=O)(=O)Nc3ccccn3)cc2)n1)c1ccccc1	100	103	103	95	101	100	102	110
Cn1cc(C2=N[C@](C)(C(=O)N[C@H](C(=O)NC(C)(CO)C(=O)O)[C@H]3CCCN3)CO2)c2c(O)cc(Cl)cc21 (some centres not stated)	95	107	84	75	114	86	89	97
COc1ccc2c(c1)CCNC21C(=O)Nc2ccccc21 (configuration not stated)	99	99	90	82	105	78	102	102
O=C1NC(=O)C(c2ccc(C(=O)/C=C/c3c[nH]c4ccccc34)cc2)C(=O)N1	102	102	100	61	122	96	98	104
O=C1[C@H]2Cc3c([nH]c4ccccc34)[C@H](c3ccc(Cl)cc3)N2C(=O)CN1C1CCN(Cc2c(F)cccc2F)CC1	80[8.33 µM]	92[8.33 µM]	78[8.33 µM]	62[8.33 µM]	118[8.33 µM]	78[8.33 µM]	73[8.33 µM]	x
C/C(O)=C1\C(=O)Nn2c(nc3c(cnn3-c3ccccc3)c2=O)N1N	97	103	101	90	102	92	105	103
CC(=O)Nc1cccc(-c2[nH]c3ccccc3c2C=O)c1	95	102	79	82	131	x	94	99
Cc1cc(=O)n(-c2ccccc2)n1C	100&102	107&102	80&103	82&86	114&103	85&95	102&97	117

High-throughput results as filed in PubChem BioAssay.
